HIV peptide binding – inhibitors of HIV fusion peptide binding, primary screen, biochemical, uHTS, fluorescence dequenching (AID 1986); cell-free peptide binding, fluorescence dequenching, 30 min; higher % means a stronger effect; inhibition, % at 20 µM, or IC50 in µM where a hit was titrated; 290,000 tested, 0.3% active; in the data active = inhibition mostly above about 52%, no sharp cut-off; inactive = mostly below about 76%; note: some results filed as inactive read as strong as hits
NOD2 inhibition – NOD2 signaling inhibitors, cell-based, luminescence, uHTS, HEK293 (AID 1566) | HEK293 NOD2/NF-kB luciferase reporter, luminescence; higher % means a stronger effect | inhibition, % at 4 µM, or EC50 in µM where a hit was titrated | 290,000 tested, 0.63% active; note: many of its hits are not listed in these tables
KOR beta-arrestin-1 – KOR agonists, beta-arrestin recruitment, primary screen, cell-based, luminescence, uHTS (AID 1777); 280,000 tested, 0.02% active; activation, % at 10 µM, or EC50 in µM where a hit was titrated; Kappa-type opioid receptor (Homo sapiens); KOR beta-arrestin recruitment, luminescence; higher % means a stronger effect; in the data active = activation above about 50%, passing the limit was not always enough; note: a part of the inactive calls stands beside numbers as strong as those of hits
Yfh1-depleted yeast – enhancers of respiration in Yfh1-depleted yeast, dose response, Friedreich's ataxia, plus single-dose screen (AID 1465); 220,000 tested, 0.074% active; fold induction at 50 µM; hits with a dose series show EC50 in µM; S. cerevisiae Yfh1-off respiration, WST-1 reduction, 72 h; higher fold induction means a stronger effect;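 active = fold induction of absorbance versus untreated yeast above a set limit, then at least 30% activation at any dose in follow-up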;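 note: activators that raise dye reduction in frataxin-depleted yeast; strong numbers were not always called active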
KOR beta-arrestin-2 – KOR antagonists, beta-arrestin recruitment, cell-based, luminescence, uHTS (AID 1778); Kappa-type opioid receptor (Homo sapiens); KOR beta-arrestin recruitment, luminescence, antagonist mode; higher % means a stronger effect; one-dose inhibition, % at 10 µM; IC50 in µM for titrated hits; 290,000 tested, 0.091% active; note: strong numbers were not always called active
NOD1 NF-kB reporter – NOD1 signaling inhibitors, primary screen, cell-based, luminescence, uHTS (AID 1578) | NOD1-driven NF-kB luciferase reporter cells, luminescence; higher % means a stronger effect | inhibition, % at 4 µM; hits with a dose series show EC50 in µM | 290,000 tested, 1% active; in the data active = inhibition mostly above about 36%, no sharp cut-off; inactive = mostly below about 34%;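 note: HEK-293T reporter cells stimulated with the NOD1 agonist gamma-tri-DAP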
AID2073 – inhibitors of Mint1-CaV2.2 protein interaction, biochemical, HTRF (AID 2073); Voltage-dependent N-type calcium channel subunit alpha-1B (Homo sapiens); HTRF protein-protein interaction, Mint1-CaV2.2; higher % means a stronger effect; inhibition, % at 20 µM; hits with a dose series show IC50 in µM; 290,000 tested, 0.19% active; in the data active = inhibition mostly above about 51%, no sharp cut-off; note: some results filed as inactive read as strong as hits
West Nile virus CPE – West Nile virus antiviral activity, cell-based, CPE readout (AID 1621). West Nile virus-infected cells, CPE inhibition; higher % means a stronger effect. one-dose CPE inhibition, % at 10 µM; IC50 in µM for titrated hits. 290,000 tested, 0.02% active; in the data active = a potency from the dose series; note: strong numbers were not always called active
Dengue-2 NS5 capping – Dengue-2 NS5 methyltransferase inhibitors, primary screen, biochemical, confirmation dose response (AID 588689). 340,000 tested, 0.3% active. inhibition, % at 25 µM, or IC50 in µM where a hit was titrated. Genome polyprotein (Dengue virus type 2 (strain 16681-PDK53)). Dengue-2 NS5 methyltransferase capping enzyme assay, biochemical; higher % means a stronger effect; in the data active = a potency from the dose series
Dengue-2 NS5 capping pilot replicate – also measured in Dengue-2 NS5 capping; calls as there; inhibition, %; measured here: pilot screen replicate inhibition
* = called active by the depositor; i = inactive; · = not tested or not shown; [ ] = remark or other dose. Cut-off read from the data, not from the text of the source, unless noted: active = inhibition above about 50%; inactive = the rest. These rows are one share of the data (hit frequency here may not be typical).

SMILES | HIV peptide binding | NOD2 inhibition | KOR beta-arrestin-1 | Yfh1-depleted yeast | KOR beta-arrestin-2 | NOD1 NF-kB reporter | AID2073 | West Nile virus CPE | Dengue-2 NS5 capping | others
Cc1cc(C)cc(NC(=O)C2(c3cccs3)CCOCC2)c1 | 3.2% | -12% | 9.8% | i | 9% | 16% | -5% | -0.6% | -1%
c1ccc(COc2ccc(OCCCn3cncn3)cc2)cc1 | -0.8% | -88% | -3.6% | i | -1% | -37% | -2% | -1.0% | 9%
CC1CCCCC1N=C1NC(C)(C)CS1 (configuration not stated) | -0.6% | -1% | 2.0% | i | -26% | -37% | -6% | -0.9% | -4%
COc1ccc(C2CC(c3ccccc3Cl)Nc3ncnn32)cc1OC (configuration not stated) | 1.8% | -9% | 3.4% | · | -20% | -10% | 14% | 0.7% | -5%
COc1ccc(C2NCCO2)cc1OC (configuration not stated) | 0.0% | -10% | 1.0% | i | 4% | 7% | 2% | -0.1% | 1%
Cc1cccc(NC(=O)Cn2c(=O)oc3ccccc32)n1 | 0.8% | 23% | -2.4% | · | 43% | -8% | 9% | 1.7% | -1%
CN(C)NC(=S)Nc1ccc2nc(-c3ccccn3)c(-c3ccccn3)nc2c1 | 14% | 3% | -3.1% | i | -7% | -16% | 22% | 0.6% | 29%
Cc1ccc(S(=O)(=O)N2CCN(Cc3nc4ccccc4n3C)CC2)cc1 | -0.5% | 19% | -5.3% | i | -3% | 3% | -1% | -0.1% | -6%
CC(C)Oc1ccc(OCCNC2CCCC2)cc1 | 0.4% | -33% | -0.9% | i | -46% | 3% | 9% | -0.8% | -2% | Dengue-2 NS5 capping pilot replicate=0.9
COc1ccc(Cl)cc1NS(=O)(=O)c1c(C)[nH]c(=O)[nH]c1=O | -1.1% | 14% | -8.0% | · | 11% | -5% | 6% | -0.3% | -1%
COc1cccc(CN2CC(C(=O)N(C)Cc3nc4ccc(F)cc4[nH]3)CCC2=O)c1 (configuration not stated) | 0.1% | -5% | 2.7% | · | -34% | -34% | 2% | -0.6% | -8%
Cn1nc(CC(=O)Nc2ccc3c(c2)CCC3)c2ccccc2c1=O | 1.8% | 46% | 8.6% | i | 18% | 52% | -4% | -1.0% | 1%
CCCCS(=O)(=O)N1CCN(S(=O)(=O)c2cccs2)CC1 | -0.2% | -3% | 1.5% | · | 5% | -22% | 6% | -0.5% | 1%
CC1CCCCN1S(=O)(=O)c1cn(C)c(=O)n(C)c1=O (configuration not stated) | 0.0% | 2% | -1.1% | i | -7% | -3% | -3% | -0.4% | -6%
O=S(=O)(Cc1ccccc1)C1CCCCC1O (configuration not stated) | -1.0% | -7% | 3.8% | i | 23% | -5% | 10% | 0.0% | -8%
CCOc1ccc(NCc2cccn2-c2nnc(N3CCC(C(=O)NCCCN4CCCCC4)CC3)s2)cc1 | 1.7% | 15% | 0.3% | · | -6% | -12% | -7% | 0.4% | -7%
COc1ccc(-c2cn3c(C)c(C(=O)NC(C)(C)C)sc3n2)cc1 | 0.1% | -11% | -4.8% | · | -39%[20 µM] | -18% | -5% | -0.4% | -2%
COc1cccc(-n2nnnc2SCC(=O)Nc2ccc(C(C)=O)cc2)c1 | 2.6% | 12% | 10% | i | -11% | -5% | 44% | -0.6% | 3%
C/C(Cn1nnc([N+](=O)[O-])n1)=N\NC(=O)c1ccc(Cl)c(Cl)c1 | 1.7% | 4.9µM* | 0.7% | i | -12% | · | -1% | 0.0% | -4%
Cc1ccc(CN2C(=O)CCC2C(=O)N2CCN(c3ccc(F)cc3)CC2)cc1 (configuration not stated) | -1.7% | 12% | 11% | i | 1% | 12% | -6% | -0.1% | 8%
CCOc1ccc(/C=C2\CCC(C3CCCC3)C2=O)cc1OC (configuration not stated) | 1.3% | 6% | -4.5% | · | 6% | -8% | 15% | -0.9% | 8%
COc1ccc(-c2nc(C#N)c(N3CCN(c4cccc(Cl)c4)CC3)o2)cc1OC | -0.1% | 0% | 0.0% | i | 4% | 5% | 1% | -0.7% | 2%
Cc1cc(OCCCn2ccnc2)cc(C(C)C)c1 | 0.6% | 13% | -1.2% | i | 28% | -17% | 1% | -1.1% | -9%
COc1ccc(C(=O)NCC(=O)O)cc1 | 1.3% | -5% | 6.6% | i | -10% | -32% | -3% | -0.2% | -11% | Dengue-2 NS5 capping pilot replicate=-7.0
CCOC(=O)CC1CCCCN1Cc1cn(C)nc1-c1ccc2c(c1)OCCO2 (configuration not stated) | 2.8% | 8% | · | i | -12%[20 µM] | -15% | 1% | 0.0% | 0%

An excerpt from above in order of molecular weight, ascending:
SMILES | HIV peptide binding | NOD2 inhibition | KOR beta-arrestin-1 | Yfh1-depleted yeast | KOR beta-arrestin-2 | NOD1 NF-kB reporter | AID2073 | West Nile virus CPE | Dengue-2 NS5 capping | others
Cc1cccc(NC(=O)Cn2c(=O)oc3ccccc32)n1 | 0.8% | 23% | -2.4% | · | 43% | -8% | 9% | 1.7% | -1%
COc1ccc(-c2cn3c(C)c(C(=O)NC(C)(C)C)sc3n2)cc1 | 0.1% | -11% | -4.8% | · | -39%[20 µM] | -18% | -5% | -0.4% | -2%
COc1ccc(C2CC(c3ccccc3Cl)Nc3ncnn32)cc1OC (configuration not stated) | 1.8% | -9% | 3.4% | · | -20% | -10% | 14% | 0.7% | -5%
Cc1ccc(S(=O)(=O)N2CCN(Cc3nc4ccccc4n3C)CC2)cc1 | -0.5% | 19% | -5.3% | i | -3% | 3% | -1% | -0.1% | -6%

Next part.
SMILES | HIV peptide binding | NOD2 inhibition | KOR beta-arrestin-1 | Yfh1-depleted yeast | KOR beta-arrestin-2 | NOD1 NF-kB reporter | AID2073 | West Nile virus CPE | Dengue-2 NS5 capping | others
NC(=O)CCc1c[nH]c2ccccc12 | -0.1% | 16% | -7.4% | i | 19% | 4% | 3% | 0.2% | -2%
Cc1c(NC(=O)C(C)OC(=O)CC2Sc3ccccc3NC2=O)c(=O)n(-c2ccccc2)n1C (configuration not stated) | -2.1% | -27% | 0.3% | i | -6% | -33% | -6% | -0.2% | 0%
CCC(C)N1CC(C(=O)O)CC1=O (configuration not stated) | 1.8% | -1% | -0.9% | i | -3% | -19% | 8% | 1.3% | -1%
CC(C)(C)NC(=O)/C(=C\c1ccco1)NC(=O)c1cccs1 | 28% | 4% | -0.3% | i | 6% | -14% | -6% | 0.6% | -7%
CNc1c([N+](=O)[O-])cnn1-c1ccccc1Cl | -1.8% | -9% | 2.6% | i | 23% | 7% | -1% | 0.0% | -6% | Dengue-2 NS5 capping pilot replicate=-4.2
Cc1cc(C)c(C#N)c(=N)o1 | -4.2% | 20% | -12% | · | 19% | 12% | -23% | · | 1%
C/C(=N\NC(N)=O)c1ccccc1 | -1.3% | -8% | -3.4% | i | 6% | -34% | -6% | 1.2% | -1%
COCCn1c(SCC(=O)Nc2ccccc2F)nnc1-c1ccoc1C | -0.5% | -4% | 0.2% | · | -9% | -11% | 2% | 0.0% | -2%
O=c1cc(CSc2ccc([N+](=O)[O-])cc2)nc2sccn12 | 3.2% | -26% | 6.4% | i | -22% | 1% | -6% | 0.0% | 3%
N#CCCn1cc(C(=O)O)c(-c2cc3ccccc3o2)n1 | -0.1% | 0% | 14% | i | -11% | -13% | 2% | 0.0% | 3%
CC1CCC2C(=O)N(c3ccc(S(=O)(=O)c4ccccc4)cc3)C(=O)C2C1 (configuration not stated) | 3.0% | 25% | 2.9% | i | · | -26% | 12% | 0.6% | -4%
COc1ccc(/C=C/C(=O)OCC(=O)Nc2cc(C(N)=O)cc(C(N)=O)c2)cc1 | 0.4% | -6% | -2.9% | i | -22%[20 µM] | -22% | -2% | 0.1% | 7%
C/C(N)=C(/C#N)C(=O)CSc1nnnn1-c1ccc(C)cc1 | 5.4% | -7% | 2.3% | i | 36% | -1% | 21% | 0.1% | 4%
Cc1cc(C(C)c2ccccc2)c(O)c(CN2CCOCC2)c1C (configuration not stated) | -3.1% | -17% | 3.1% | i | -21% | -9% | 10% | -0.9% | -8%
Cc1ccc(-n2ncc3c2CC(C)(C)CC3NC(=O)c2c(C)noc2C)cc1 (configuration not stated) | -0.2% | 0% | 7.9% | · | -30% | -5% | 7% | -1.2% | -6%
CC(C)Cc1nc(N2CCC(C(N)=O)CC2)c2nnn(Cc3ccccc3)c2n1 | 0.5% | 3% | -7.4% | i | -4% | 1% | -2% | -0.5% | -1%
CC(C)(C)NC1=CC(=O)OC12CCCCC2 | 2.8% | -3% | -6.8% | i | -1% | -37% | 2% | -0.4% | -3% | Dengue-2 NS5 capping pilot replicate=-2.1
O=C(Cc1c(C(=O)O)[nH]c2ccccc12)NCCN1CCN(c2cccc(Cl)c2)CC1 | 7.5% | 2% | -3.9% | i | 28% | -1% | -4% | 0.3% | 0%
CC(C)(C)c1nc(SCC(=O)Nc2nc3c(s2)CCCC3)c2ccccc2n1 | 0.3% | · | -3.0% | i | -10% | · | -7% | 1.8% | -3%
COc1ccc(-c2cc(C(F)(F)F)nc(SCC(N)=O)n2)cc1 | -2.7% | 5% | -3.0% | i | -33% | 13% | 10% | -1.2% | 1%
CC(NCC(O)COCCC12CC3CC(CC(C3)C1)C2)c1ccccc1 (configuration not stated) | 0.8% | -13% | 11% | i | -199%[20 µM] | -26% | 14% | -1.9% | -12%
CC1(C)Cc2c(sc3[nH]c(=S)n(Cc4ccco4)c(=O)c23)CO1 | 17% | 18% | -3.5% | i | 9% | 2% | 44% | -0.6% | 2%
Cc1ccc(-c2csc(/C(C#N)=C/Nc3ccccc3SC(F)(F)F)n2)cc1 | 0.8% | 13% | -0.5% | i | -33% | -14% | 2% | -0.5% | -12%
O=C(COC(=O)c1c2c(nc3ccccc13)CCCC2)c1ccc(Br)s1 | 1.9% | 24% | 4.2% | i | 5% | 19% | 9% | -0.7% | -5%
COc1ccc(C(NCC(=O)Nc2c(C)cccc2C)c2ccccc2)cc1 (configuration not stated) | 1.2% | 2% | -0.6% | · | 23% | -7% | -14% | -1.3% | -4%
Carrying on:
SMILES | HIV peptide binding | NOD2 inhibition | KOR beta-arrestin-1 | Yfh1-depleted yeast | KOR beta-arrestin-2 | NOD1 NF-kB reporter | AID2073 | West Nile virus CPE | Dengue-2 NS5 capping | others
CCOC(=O)n1ccc(C(=O)Nc2ccccc2F)n1 | 1.0% | -4% | 0.1% | i | -10% | -16% | 5% | -0.1% | 0%
Cc1ccc(C(=O)O/N=C2\CCSc3ccc(C)cc32)cc1 | -0.4% | -17% | -4.1% | i | 38% | -11% | 48% | -0.4% | -1% | Dengue-2 NS5 capping pilot replicate=-3.8
CS(=O)(=O)N(CCc1ccccc1)CC(=O)NCc1ccccn1 | 0.6% | 3% | 1.9% | i | -21% | -15% | -3% | 0.0% | -1%
CC(C)N(C(=O)CN1C(=O)NC(c2ccccc2)(c2ccccc2)C1=O)C(C)C | 2.2% | 5% | 5.1% | · | -46% | -1% | 0% | -0.8% | -7%
CC(=O)c1ccc(-c2nc3c4ccccc4ccn3c2C(C)=O)o1 | 0.2% | -261% | -0.8% | · | 18% | 5% | 17% | · | 4%
CCOP1(=O)C=C(C(C)(C)C)OC1c1ccc(F)cc1 (configuration not stated) | 2.3% | 10% | -3.1% | i | -2% | 14% | 8% | 0.1% | -3%
